# Screening results (PubChem BioAssay)
# aSyn rescue – qHTS of alpha-syn Inhibitors. Yeast expressing alpha-synuclein, growth rescue, BacTiter-Glo, 24 h. Potency, µM (highest dose often 46.1 µM), for the others: at the top dose growth rescue (activation), usual class: activators. hit rate 0.14% among 370,000. AID 652106, 2013; note: potency is the fitted concentration of half-maximal effect; % of control where 0% means no effect; nearly all actives have a fitted effect of over 65% in size
#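 Galactose-induced alpha-syn yeast (OD600=0.02, raffinose-pregrown) + pinned cpd, 24 hr, 30 deg C; growth by BacTiter-Glo luminescence. Growth restoration scores as activation.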
# WRN inhibitor – qHTS for Inhibitors of WRN Helicase | Bifunctional 3'-5' exonuclease/ATP-dependent helicase WRN (Homo sapiens), Q14191 | hit rate 0.46% among 360,000 | Potency, µM (top dose mostly 114 µM), without a hit: top-dose activity change, negative = inhibition, usual class: inhibitors | AID 651768, 2012 | WRN helicase unwinding, fluorescent forked duplex, kinetic; note: potency is the fitted concentration of half-maximal effect; % is set by controls: 0 for no effect and ±100 for the full control effect; nearly all actives have a fitted effect of over 55% in size
#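 Kinetic fluorescence helicase assay: unwinding of a quenched forked DNA duplex (100 nM final) with 2 mM ATP final raises red fluorescence (525/598 nm). Compounds sat 15 min at room temperature with 20 nM WRN beforehand.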
# EPAC1 agonist – qHTS for Agonist of cAMP-regulated guanine nucleotide exchange factor 3 (EPAC1): primary screen; Rap guanine nucleotide exchange factor 3 (Homo sapiens), O95398; EPAC1 agonist qHTS, biochemical assay; response scale: 100% = response to 6.5 mM cAMP; Potency, µM (doses to about 154 µM), for inactives: at the top dose activation, hits mostly activators; hit rate 0.073% among 360,000; AID 720707, 2013; note: potency is the fitted concentration of half-maximal effect; nearly all actives have a fitted effect of over 60% in size
#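 Multi-concentration qHTS readout: loss of Rap1B-bound BODIPY-GDP fluorescence driven by 100 nM EPAC1 with excess GDP (50 uM), monitored kinetically at room temperature; agonist response expressed relative to 6.5 mM cAMP.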
# PI5P4Ka inh – qHTS for Inhibitors of phosphatidylinositol 5-phosphate 4-kinase (PI5P4K). Phosphatidylinositol 5-phosphate 4-kinase type-2 alpha (Homo sapiens), P48426. PI5P4Kalpha enzyme, ADP-Glo luminescence, 60 min; stronger effect = lower value. max response, %. hit rate 1.2% among 330,000. AID 652105, 2013; active = max response of -50% or lower; inconclusive = between -30% and -50%; inactive = -30% or higher; note: value at the top dose of about 77 µM; % is set by controls: 0 for no effect and ±100 for the full control effect
# Target sequence (P48426 whole entry, looked up): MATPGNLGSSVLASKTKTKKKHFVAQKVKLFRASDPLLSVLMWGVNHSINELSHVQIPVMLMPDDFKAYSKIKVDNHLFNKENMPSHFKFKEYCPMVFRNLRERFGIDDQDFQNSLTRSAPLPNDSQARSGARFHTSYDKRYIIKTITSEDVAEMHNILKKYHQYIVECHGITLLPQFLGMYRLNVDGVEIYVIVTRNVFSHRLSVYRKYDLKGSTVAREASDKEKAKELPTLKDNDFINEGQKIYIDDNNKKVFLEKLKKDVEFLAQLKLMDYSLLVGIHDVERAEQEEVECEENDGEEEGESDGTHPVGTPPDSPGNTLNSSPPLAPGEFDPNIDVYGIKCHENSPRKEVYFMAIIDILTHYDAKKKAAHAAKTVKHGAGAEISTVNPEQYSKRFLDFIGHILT
#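 Controls without substrate or without enzyme flank wells where PI5P4Kalpha converts substrate using 5 microM ATP (final). Incubation lasts 60 minutes at room temperature; ADP formed is read by ADP-Glo luminescence.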
# IL2 activator – qHTS of IL-2 Activators. IL-2 activation reporter assay, cell-based qHTS; stimulated with anti-CD3/CD4/CD28 beads; in transgenic mouse T cells. activation, % (series mostly up to about 46 µM). hit rate 0.065% among 360,000; in the data active = activation above about 50%; inconclusive = mostly about 30% to 49%; note: 0% is about no effect
#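 Using fluorescent plate cytometry, EGFP and DsRed are detected in transgenic mouse T cells stimulated 18 h at 37 degrees C with antibody-coated beads after 60 min compound pretreatment.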
# Abeta yeast res – qHTS for compounds that reverse cellular toxicity of Amyloid beta (A-beta) peptide in yeast: Primary Screen | yeast expressing A-beta42, growth rescue, OD600, 48 h; response scale: 0% DMSO, 100% iron-clioquinol control | Potency, µM (top dose mostly 46.1 µM), inactives show at the highest dose growth rescue, most hits filed as activators | hit rate 0.063% among 410,000 | AID 1347071, 2019; note: potency is the fitted concentration of half-maximal effect; nearly all actives have a fitted effect of over 55% in size
#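 Growth rescue measured by 600 nm absorbance after 48 h yeast culture at 30 C with compound. Values normalized between DMSO and an equimolar ferric chloride plus clioquinol control.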
# FUS suppressor – qHTS for Suppressors of FUS Proteinopathy: Primary screen using FUS-linked yeast assay; S. cerevisiae FUS-expressing, growth rescue, OD600, 24 h; Potency, µM (doses to about 76.6 µM), without a hit: at the highest dose growth rescue (activation), most hits filed as activators; hit rate 0.24% among 390,000; AID 1347120, 2019;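 note: potency is the fitted concentration of half-maximal effect; plate controls were DMSO vehicle for no effect and reference control for full effect; nearly all actives have a fitted effect of over 55% in size; some results filed as inactive show a strong effect at the top dose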
#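 Absorbance at 600 nm, taken 24hr after compound addition, measured rescue of FUS-yeast growth at 30C. Induction used 2% galactose with seeding at OD 0.005. Controls: CP55940 from 92uM final, DMSO only.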
# EPAC1 antagonist – qHTS for Antagonist of cAMP-regulated guanine nucleotide exchange factor 3 (EPAC1): primary screen. EPAC1 GEF assay, Rap1b-BODIPY-GDP exchange fluorescence. AID 720709, 2013. Potency, µM (series often up to 115 µM), inactives show at the top dose activity change, negative = inhibition, hits mostly inhibitors. Rap guanine nucleotide exchange factor 3 (Homo sapiens), O95398. hit rate 0.14% among 360,000;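 note: potency is the fitted concentration of half-maximal effect; plate controls were vehicle for no effect and positive control for full effect; nearly all actives have a fitted effect of over 50% in size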
# PLK1 PBD block – qHTS for Inhibitors of PLK1-PDB (polo-like kinase 1 - polo-box domain): Primary Screen; Plk1 PBD binding of FITC phosphopeptide, fluorescence polarization; Potency, µM, inactives show max response, negative = inhibition, hits mostly inhibitors; hit rate 2.8% among 360,000; Serine/threonine-protein kinase PLK1 (Homo sapiens), P53350; note: potency is the fitted concentration of half-maximal effect; series mostly up to about 57 µM; % is set by controls: 0 for no effect and ±100 for the full control effect; nearly all actives have a fitted effect of over 65% in size
# Target sequence (P53350 whole entry, looked up, the tested form may be a part): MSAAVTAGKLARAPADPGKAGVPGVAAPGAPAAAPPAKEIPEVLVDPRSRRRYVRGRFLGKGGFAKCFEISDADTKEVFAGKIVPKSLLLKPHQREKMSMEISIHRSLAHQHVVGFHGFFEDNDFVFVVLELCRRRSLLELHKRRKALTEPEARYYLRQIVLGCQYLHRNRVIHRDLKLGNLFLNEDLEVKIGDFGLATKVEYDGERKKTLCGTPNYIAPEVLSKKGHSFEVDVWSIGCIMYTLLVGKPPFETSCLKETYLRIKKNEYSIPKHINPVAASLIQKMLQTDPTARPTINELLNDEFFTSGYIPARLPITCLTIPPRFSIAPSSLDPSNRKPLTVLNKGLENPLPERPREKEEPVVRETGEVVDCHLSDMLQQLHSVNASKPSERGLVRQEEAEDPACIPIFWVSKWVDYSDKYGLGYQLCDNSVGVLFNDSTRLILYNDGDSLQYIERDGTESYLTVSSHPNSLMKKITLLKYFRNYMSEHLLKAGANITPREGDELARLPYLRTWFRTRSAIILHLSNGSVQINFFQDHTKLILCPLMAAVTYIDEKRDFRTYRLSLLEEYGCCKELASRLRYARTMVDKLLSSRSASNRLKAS
# Numbers without * were called inactive; ? = inconclusive; · = no result given; [ ] = remark or other dose. Unless noted, calls come from the whole dose curve; as a rule, active = well fitted curve in the direction sought with a large enough effect; inconclusive = small, poorly fitted or top-dose-only effect, or another doubt; inactive = no such curve, though single readings can be large; an effect the other way counts as inactive or inconclusive.
(1) CCOc1ccc2nc(NCCCO)[nH]c2c1
(2) O=C(N/N=C/C(Br)=C/c1ccccc1)c1ccncc1
(3) COc1cc(OC)cc(C(=O)/C=C2\Sc3ccccc3N2C)c1
(4) Cc1ccc(NC(=O)NC2CCCN2S(=O)(=O)c2ccc(Cl)cc2)cc1 (stereo unspecified)
(5) O=C(CNC(=O)c1cccc(Br)c1)N/N=C/c1ccc2c(c1)OCO2
(6) CCN(CC)c1ccc(C=C2C(=O)OC(C)(C(C)(C)C)OC2=O)cc1 (stereo unspecified)
(7) COc1cc(/C=C(\C#N)C(=O)Nc2cccc(C(=O)O)c2)ccc1OCc1ccc(Cl)cc1
(8) CC1=C(C(=O)N2CCCCCC2)CC(CC(=O)NCCCN(C)C)C(=O)N1CCCN1CCCC1=O (stereo unspecified)
Screen / compound no.	1	2	3	4	5	6	7	8
aSyn rescue	-9%	3%	-2%	0%	0%	0%	-3%	·
WRN inhibitor	-7%	-15%	-1%	-4%	-4%	?	-5%[11.6 µM]	7%
EPAC1 agonist	4%	16%	5%	13%	5%	3%	-17%	?
PI5P4Ka inh	·	7	3	·	-2	3	-10	-2
IL2 activator	1.4	-1.0	0.3	3.5	0.5	0.7	-3.2	0.6
Abeta yeast res	5%	-15%	5%	15%	9%	24%	1%	·
FUS suppressor	-14%	5%	11%	10%	14%	16%	?	-8%
EPAC1 antagonist	10%	-17%	-8%	0%	-1%	-6%	-7%	10%
PLK1 PBD block	-5%	0%	-24%	-6%	-11%	?	-26%	·

(9) COc1cccc(NC(=O)COc2ccc(C(=S)N3CCN(C)CC3)cc2OC)c1
(10) CCN(CC)S(=O)(=O)c1ccc(C(=O)Nc2cc3oc4ccccc4c3cc2OC)cc1
(11) O=C(NC1=NCCS1)c1ccc(Cl)cc1
(12) Cc1cc(Cl)ccc1OCC(=O)NCCOC(=O)Nc1sc(=S)n(C)c1C
(13) Cc1nc(CN2CCN(S(=O)(=O)c3c(Cl)cc(Br)cc3Cl)CC2)cs1
(14) CS(=O)(=O)N(CC(=O)N1CCCCCC1)c1ccccc1
(15) COCCN(CCOC)C(=O)c1c[nH]c2ccc(S(=O)(=O)N(C)c3ccc(F)cc3)cc2c1=O
(16) CC(C)CCCCCCCCCCCCC(=O)NCC(=O)NC1C(O)C(O)C(Nc2ncnc3nc[nH]c23)OC1C(O)CO (stereo unspecified)
Screen / compound no.	9	10	11	12	13	14	15	16
aSyn rescue	-3%	-4%	-22%	-12%	1%	5%	-1%	3%
WRN inhibitor	-27%	-1%	4%	?	-1%	1%[57.1 µM]	-6%	0%
EPAC1 agonist	-3%	7%	-5%	11%	-1%	-6%	10%	-22%
PI5P4Ka inh	7	5	5	0	-2	-4	·	21
IL2 activator	-2.5	-4.3	-2.7	0.2	-2.0	-0.9	0.7	-7.2
Abeta yeast res	1%	11%	-20%	-9%	?	-5%	3%	-45%[inhibitor]
FUS suppressor	32%	·	-12%	10%	13%	2%	-9%	·
EPAC1 antagonist	14%	-27%	6%	-2%	7%	8%	3%	-10%
PLK1 PBD block	-5%	-8%	6%	-12%	-3%	-4%	-1%	-4%

# Sorted by the number under PI5P4Ka inh (rising): three from the list above.
no. | compound | aSyn rescue | WRN inhibitor | EPAC1 agonist | PI5P4Ka inh | IL2 activator | EPAC1 antagonist | PLK1 PBD block
13 | Cc1nc(CN2CCN(S(=O)(=O)c3c(Cl)cc(Br)cc3Cl)CC2)cs1 | 1% | -1% | -1% | -2 | -2.0 | 7% | -3%
10 | CCN(CC)S(=O)(=O)c1ccc(C(=O)Nc2cc3oc4ccccc4c3cc2OC)cc1 | -4% | -1% | 7% | 5 | -4.3 | -27% | -8%
16 | CC(C)CCCCCCCCCCCCC(=O)NCC(=O)NC1C(O)C(O)C(Nc2ncnc3nc[nH]c23)OC1C(O)CO (stereo unspecified) | 3% | 0% | -22% | 21 | -7.2 | -10% | -4%

# Fetched one by one from the list above (3):
(10) CCN(CC)S(=O)(=O)c1ccc(C(=O)Nc2cc3oc4ccccc4c3cc2OC)cc1
(5) O=C(CNC(=O)c1cccc(Br)c1)N/N=C/c1ccc2c(c1)OCO2
(3) COc1cc(OC)cc(C(=O)/C=C2\Sc3ccccc3N2C)c1
Screen / compound no.	10	5	3
aSyn rescue	-4%	0%	-2%
WRN inhibitor	-1%	-4%	-1%
EPAC1 agonist	7%	5%	5%
PI5P4Ka inh	5	-2	3
IL2 activator	-4.3	0.5	0.3
Abeta yeast res	11%	9%	5%
FUS suppressor	·	14%	11%
EPAC1 antagonist	-27%	-1%	-8%
PLK1 PBD block	-8%	-11%	-24%

# Other compounds follow:
(17) COc1ccccc1-c1cncc(NC(C)=O)n1
(18) COCC(=O)N(Cc1ccccc1)c1ccccn1
(19) CN(c1cccc(NC(=O)CCSc2ccccc2)c1)S(C)(=O)=O
(20) O=C(O)/C(=C\c1ccc(F)cc1)c1ccc(-c2ccccc2)cc1
(21) CCOc1ccc(-c2cc(CCCC(=O)Nc3cc(OC)ccc3OC)no2)cc1
(22) COc1ccccc1OCCn1cc(/C=N/n2cnnc2)c2ccccc21
(23) O=c1[nH]c(=S)n(C2CCCCC2)c(O)c1C=NCCN1CCOCC1
(24) Cc1ccc(S(=O)(=O)N=S(CCO)CCO)cc1
Screen / compound no.	17	18	19	20	21	22	23	24
aSyn rescue	-4%	3%	6%	-17%	8%	0%	0%	2%
WRN inhibitor	8%[57.1 µM]	5%	-14%	-32%	-2%	-20%[57.1 µM]	-8%	-9%
EPAC1 agonist	1%	-2%	9%	-2%	4%	3%	7%	8%
PI5P4Ka inh	10	·	·	2	·	-1	-4	3
IL2 activator	0.3	-1.6	0.4	-4.7	-0.2	-0.6	-0.6	0.8
Abeta yeast res	8%	9%	10%	-60%[inhibitor]	31%	-5%	13%	27%
FUS suppressor	-24%	11%	25%	-4%	18%	17%	10%	-11%
EPAC1 antagonist	5%	15%	-9%	-7%	2%	23%	0%	-19%
PLK1 PBD block	-10%	-5%	-10%	24µM*	1%	3%	-7%	-9%

(25) COc1ccc(NC(=S)N2CCCC2)cc1OC
(26) COCCN(CCOC)C(=O)C12CCC(C)(C(=O)C1)C2(C)C (stereo unspecified)
(27) Oc1ccc(-c2nnc(Nc3cccc(O)c3)c3ccccc23)cc1
(28) Cc1cnc([N+](=O)[O-])n1CCOC(=O)NC(=O)c1ccc(C(F)(F)F)cc1
(29) COc1nc(Oc2ccc(C(=O)O)cc2)nc(Oc2ccc(C(=O)O)cc2)n1
(30) CC(C)(C)n1ncc2c(=O)n(Cc3c(F)cccc3Cl)cnc21
(31) O=C(O)CC1CCS(=O)(=O)C1 (stereo unspecified)
(32) Cc1csc(=S)n1-c1ccccc1
Screen / compound no.	25	26	27	28	29	30	31	32
aSyn rescue	-3%	3%	-5%	-1%	-5%	-8%	3%	-6%
WRN inhibitor	3%	7%	2%	-6%	3%	-4%	5%	4%
EPAC1 agonist	-9%	3%	7%	2%	-6%	-1%	1%	-4%
PI5P4Ka inh	2	·	-21	-2	·	8	0	-13
IL2 activator	0.7	0.2	0.0	0.3	3.2	-0.2	1.4	0.3
Abeta yeast res	-17%	19%	2%	-12%	2%	-34%[inhibitor]	-7%	5%
FUS suppressor	9%	4%	15%	8%	6%	10%	30%	-10%
EPAC1 antagonist	-6%	-1%	-29%	-29%	6%	-1%	5%	-7%
PLK1 PBD block	-6%	-4%	?	-17%	-6%	2%	-1%	-11%

(33) COC(=O)c1ccc(NC(=O)CSc2nncn2-c2ccccn2)cc1
(34) CCCN1CCc2c(sc3nc(SC)n(-c4ccccc4)c(=O)c23)C1
(35) O=C(Cn1cc(C(F)(F)F)ccc1=O)N1CCN(S(=O)(=O)c2ccc(Cl)cc2)CC1
(36) CC1CCc2sc(C(=O)OCC(=O)NC(N)=O)cc2C1 (stereo unspecified)
(37) O=C(NCCNC(=O)c1cccnc1)c1cccnc1
(38) Cc1ccc(S(=O)(=O)N2CCCCC2)cc1NC(=O)Cn1cnc2c1c(=O)n(C)c(=O)n2C
(39) O=C(CSc1nc2ccccc2c(=O)n1-c1ccc(F)cc1F)NC1CCS(=O)(=O)C1 (stereo unspecified)
(40) O=C(C1=C(O)C(=O)N(CCN2CCOCC2)C1c1ccccn1)c1cccs1 (stereo unspecified)
(41) CC(Sc1nc(-c2ccccc2)cc(C(F)(F)F)n1)C(=O)N1CCOCC1 (stereo unspecified)
(42) CCc1ccc(C(=O)NNC(=O)c2n[nH]c(=O)c3ccccc23)cc1
(43) COCCn1nnnc1C(C(C)C)N1CCN(C(=O)c2ccco2)CC1 (stereo unspecified)
Screen / compound no.	33	34	35	36	37	38	39	40	41	42	43
aSyn rescue	-5%	19%	0%	6%	1%	0%	-3%	4%	7%	-5%[1.84 µM]	8%
WRN inhibitor	7%	22%	-1%	1%	5%	-2%	4%	-8%	-7%	5%	-16%
EPAC1 agonist	10%	-3%	-2%	11%	-1%	-9%	-2%	-3%	18%	-3%	4%
PI5P4Ka inh	4	-12	3	-12	8	4	-19	6	3	-9	-4
IL2 activator	0.1	-0.2	-1.1	-3.5	-0.4	-0.9	-1.3	1.6	-0.7	0.3	0.1
Abeta yeast res	-4%	-21%	?	-8%	-6%	-1%	0%	-13%	-7%	-10%	5%[9.22 µM]
FUS suppressor	16%	?	-13%	24%	-24%	22%	-40%	16%	4%	12%	-27%
EPAC1 antagonist	6%	-22%	13%	-15%	-2%	10%	-7%	10%	4%	24%	-11%
PLK1 PBD block	?	-20%	1%	-8%	4%	1%	-5%	-4%	-8%	-3%	3%
